# CF NFkB inh – inhibitors of PAF-induced NF-kB signaling, primary screen, cell-based, GFP fluorescence, uHTS | KKLEB NF-kB-GFP reporter, GFP fluorescence overnight | inhibition, % at 5 µM | actives 0.86% (n = 360,000) | AID 588850, 2011;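 active means at least 50% inhibition at 5 µM, scaled per plate between neutral and stimulator controls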;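 further: PAF is a Pseudomonas aeruginosa culture filtrate used as stimulus; plate controls were PAF-stimulated DMSO wells for no effect and unstimulated DMSO wells for full effect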
# Vif imaging – HIV Vif self-association inhibitors, primary screen, imaging, HEK293T, single point; HEK293T cells, Vif self-association by quenched fluorescence, 24 h; inhibition, % at 7.49 µM; actives 0.35% (n = 340,000); AID 602346, 2012; in the data active means inhibition above about 50%, passing the limit was not always enough; further: some results filed as inactive read as strong as hits
# Shn3 inh set2 – reduction of Shn3 3'UTR firefly luciferase signal, primary screen, Schnurri-3 inhibitor project, cell-based, Clone20 osteoblasts, set 2 | Clone20 osteoblast Shn3 3'UTR firefly luciferase, 24 h | inhibition, % at 12.5 µM | actives 0.52% (n = 360,000) | AID 588674, 2011;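 active means mean inhibition of at least 75% with every replicate also reaching 75%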;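 further: 0% = median of neutral control wells and 100% = pilot-screen positive control compound; some compounds past the cut are filed as inactive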
# CaV13 ICDI inh – Primary screen for inhibitors of IQ motif and Ca2+-dependent inactivation inhibitor domain binding in CACNA1D, Förster resonance energy transfer in living cells, …. HEK cells, CFP/YFP FRET ICDI-IQ, plate reader, 10 min; percent FRET-ratio fall versus neutral wells. inhibition, % at 12.3 µM. actives 0.098% (n = 340,000). AID 743397;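 active means mean replicate inhibition of at least 30% and at least 1% of replicates passing that level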;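 further: 0% = median of the neutral control wells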
# Peg3 prom inh – Peg3 promoter-driven luciferase inhibitors, primary screen, cell-based, HeLa, luciferase luminescence; AID 588405, 2011; HeLa PEG-Prom luciferase reporter, overnight; inhibition, % at 20 µM; actives 1.7% (n = 360,000);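 active means inhibition of at least 50% at 20 µM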
# HIF-2a inh – HIF-2a reporter inhibitors, primary screen, luminescence, 786-0 RCC cells. 786-0 RCC cells HIF-2a reporter, luciferase luminescence, overnight. inhibition, % at 18.8 µM. actives 0.72% (n = 360,000);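 active means inhibition of the luminescence signal of 40% or more relative to plate controls, in a single-dose primary screen at 18.75 µM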
# TRPM1 prom inh – inhibitors of MITF-dependent TRPM1 promoter reporter, primary screen, cell-based, SK-MEL-5, single point, luciferase; SK-MEL-5 TRPM1 promoter luciferase, 24 h; actives 0.83% (n = 330,000); inhibition, % at 12.5 µM; AID 488899, 2010;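 active means mean inhibition across replicates of 60% or more, whatever share of single replicates reaches that level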; further: values of inactives mirror those of a sister screen read the other way
# KKLEB cytotox – cytotoxicity in KKLEB CF airway cells, primary screen, cytotoxicity control for CF NF-kB inhibitor project, cell-based, uHTS, fluorescence assay plates; KKLEB CF airway cells viability, ATPlite luminescence, overnight; stronger effect = lower value; cells stimulated with P. aeruginosa culture filtrate; activity change (cytotoxicity), % at 5 µM; actives 0.36% (n = 360,000); AID 602141, 2011;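 active means corrected activity change at or below -50% at 5 µM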
# PDI turbidity – inhibitors of human PDI, primary screen, biochemical, turbidity, single point, plate reader; inhibition, % at 10 µM; PDI insulin aggregation turbidity, A650, 90 min; actives 0.052% (n = 350,000); Protein disulfide-isomerase (Homo sapiens), P07237;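 active means mean inhibition across replicates of 30% or more, whatever share of single replicates reach that level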;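 further: absorbance from insulin aggregation driven by PDI reduction with DTT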
# Target sequence (P07237 whole entry, looked up): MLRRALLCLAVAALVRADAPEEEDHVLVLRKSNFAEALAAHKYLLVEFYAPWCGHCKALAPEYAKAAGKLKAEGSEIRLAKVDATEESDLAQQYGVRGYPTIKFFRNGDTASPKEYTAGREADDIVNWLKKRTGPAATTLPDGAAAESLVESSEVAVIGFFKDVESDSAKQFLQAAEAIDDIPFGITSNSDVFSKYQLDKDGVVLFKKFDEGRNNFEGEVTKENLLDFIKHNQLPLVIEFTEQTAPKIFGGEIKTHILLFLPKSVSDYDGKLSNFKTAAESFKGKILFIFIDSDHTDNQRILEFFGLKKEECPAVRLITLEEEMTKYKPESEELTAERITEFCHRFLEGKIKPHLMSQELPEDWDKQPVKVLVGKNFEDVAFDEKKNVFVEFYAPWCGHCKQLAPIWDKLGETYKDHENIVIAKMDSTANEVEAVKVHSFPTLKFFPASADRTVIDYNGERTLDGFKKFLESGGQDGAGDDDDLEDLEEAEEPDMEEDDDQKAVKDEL
# NR2E3 ag-1 – inhibitors of NR2E3-RetCOR corepressor binding, primary screen, NR2E3 agonist project, biochemical, TR-FRET, GST-NR2E3, biotin-RetCOR; actives 0.12% (n = 320,000); AID 2300, 2010; inhibition of corepressor binding, % at 4.78 µM; Photoreceptor-specific nuclear receptor (Homo sapiens), Q9Y5X4; 1536-well;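 active means percent inhibition above the cutoff of mean plus 3 SD of all tested compounds, set per screening campaign, cut at about 20% in these data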;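 further: 0% = DMSO wells and 100% = biotin wells as full block of FRET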
# Target sequence (Q9Y5X4 whole entry, looked up): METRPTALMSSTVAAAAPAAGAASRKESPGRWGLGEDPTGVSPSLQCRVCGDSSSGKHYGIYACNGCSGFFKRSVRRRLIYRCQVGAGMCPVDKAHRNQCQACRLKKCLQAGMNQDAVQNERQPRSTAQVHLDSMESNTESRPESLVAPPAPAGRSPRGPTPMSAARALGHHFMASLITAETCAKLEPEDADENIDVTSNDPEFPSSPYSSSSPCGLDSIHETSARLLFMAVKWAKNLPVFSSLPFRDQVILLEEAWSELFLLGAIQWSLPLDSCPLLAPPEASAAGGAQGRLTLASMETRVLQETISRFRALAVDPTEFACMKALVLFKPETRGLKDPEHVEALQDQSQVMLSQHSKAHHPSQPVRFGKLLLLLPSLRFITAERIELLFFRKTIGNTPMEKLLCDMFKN
#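 System: GST-tagged NR2E3 plus biotinylated RetCOR corepressor; Amount: 1.35 nM GST-tagged NR2E3 final; Dosing: single nominal compound dose of 4.8 µM; Schedule: 5 h incubation at 4 °C; Technique: TR-FRET with europium anti-GST and streptavidin-D2, 340 nm excitation; Controls: biotin wells as high control, 0.6% DMSO wells as low control.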
# NR2E3 ag-2 – NR2E3 agonists in two-hybrid cells, primary screen, cell-based, luminescence, CHO-S, Gal4-NCOR/VP16-NR2E3; actives 0.35% (n = 360,000); Photoreceptor-specific nuclear receptor (Homo sapiens), Q9Y5X4; inhibition of corepressor binding, % at 3.98 µM; AID 602229, 2012; luciferase;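 active means inhibition above the mean of all tested compounds plus 3 SD, cut at about 70% in these data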;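 further: 0% = DMSO with NR2E3 transfected cells and 100% = cells lacking NR2E3 construct; higher means lower luciferase signal from less NR2E3 corepressor binding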
# * hit, by the source's call; . = no result given.
Structure	CF NFkB inh	Vif imaging	Shn3 inh set2	CaV13 ICDI inh	Peg3 prom inh	HIF-2a inh	TRPM1 prom inh	KKLEB cytotox	PDI turbidity	NR2E3 ag-1	NR2E3 ag-2
COc1cccc(-n2c(SCC(=O)Nc3cc(C)on3)nc3c([nH]c4ccccc43)c2=O)c1	8	-2	0	-6	28	39*	.	-11	0	3	-42
CC1CCN(c2c(NCc3ccc(C(=O)NCC4COc5ccccc5O4)cc3)c(=O)c2=O)CC1 (configuration not stated)	-4	-3	3	-6	1	2	16	-11	-4	-2	14
COc1ccccc1CNC(=O)c1oc2ccc(S(=O)(=O)N3CCOCC3)cc2c1C	24	8	9	-3	21	8	2	-29	6	4	19
O=C1c2ccccc2C(=O)N1CCn1nc(Cl)nc1Cl	7	6	5	-5	-7	6	-5	3	0	-1	-23
CCCCn1c(N)c(N(CCC(C)C)C(=O)COC(=O)c2ccccc2)c(=O)[nH]c1=O	3	-3	3	-2	11	23	7	-2	-1	-4	-5
O=C(O)c1ccccc1NCc1cccs1	19	-2	5	-5	25	29	4	-2	7	-1	-5
COCC(C)n1c(C)cc(C(=O)CSc2nc3ccccc3c(=O)[nH]2)c1C (configuration not stated)	-20	-28	64	-5	-81	-57	-6	-2	-10	1	51
COc1cccc(N2CCN(C(=O)c3ccc(CS(=O)c4ccccc4C)o3)CC2)c1 (configuration not stated)	24	-20	24	-7	-4	21	39	-13	2	-3	17
COC(=O)c1sc(S(=O)(=O)Nc2ccc(C)cc2)c(C(=O)OC)c1C	-22	-7	-7	-1	21	18	-10	9	2	0	3
COc1ccccc1OCC(=O)NNC(=O)C(=O)N1CCCC1	8	5	6	-5	-10	7	-5	4	-5	2	-12
O=C(c1ccco1)n1nc(NCc2ccccc2)nc1NCc1ccccc1	7	4	3	0	15	-5	-20	-18	-13	1	-4
Cc1ccc(NC(=O)c2cc(NC(=O)C3CC=CCC3C(=O)O)ccc2N2CCOCC2)cc1 (configuration not stated)	-6	-27	4	-6	16	9	-12	7	3	6	15
COCCn1c(C)cc(C(=O)COC(=O)CNC(=O)c2ccccc2)c1C	-6	13	34	1	3	0	10	9	-10	5	12
Cc1ccc(N(CC(=O)NCc2ccc(F)cc2)S(=O)(=O)c2c(C)n[nH]c2C)cc1	-14	0	-7	-7	-8	12	9	14	8	1	6
COc1ccc(/C(C)=N/Nc2nccnc2Cl)cc1	-9	-6	-18	-3	-174	-74	-65	18	18	-4	-99
CC(CN1CCOCC1)C(=O)c1ccccc1 (configuration not stated)	9	41	-6	-4	-13	7	-9	-5	0	1	2
COc1ccc(Cc2nc(=S)[nH][nH]2)cc1Br	10	-2	5	-1	18	13	1	-9	-7	2	-34
CCC(=O)Nc1ccc(S(=O)(=O)Nc2ccccn2)cc1	-16	4	0	-3	-1	13	5	-4	0	3	10
O=C(CN1C(=O)c2ccccc2C1=O)Nc1cc(C(=O)O)cc(C(=O)O)c1	14	-9	6	-2	4	6	1	-4	2	-2	10
Cc1nnsc1C(=O)N1CCCC(N2CCN(c3ccc(F)cc3)CC2)C1 (configuration not stated)	0	-1	-4	-5	11	3	-2	2	-7	8	0
Nn1c(SCC(=O)Nc2ccc(S(N)(=O)=O)cc2)nnc1-c1ccco1	-16	.	4	-2	9	-2	16	6	-13	3	2
Cc1cc2ncn(C(=O)N3CCCCCC3)c2cc1C	-4	15	-20	-5	-51	-80	-29	3	-10	2	-5
O=C(CC1(O)C(=O)Nc2ccccc21)c1cccc(-n2cccc2)c1 (configuration not stated)	-13	-1	2	5	-7	12	-16	8	6	-3	12
COc1ccc(-c2noc(CCC(=O)NCCc3ccccc3)n2)cc1	16	-6	-29	-4	-13	-37	-4	-6	-1	0	-13
CC(=O)Nc1ccc(NS(=O)(=O)c2cc(Cl)ccc2Cl)cc1	-3	-1	7	-5	11	4	-10	-8	-2	5	-11
CC(C)Oc1ccc(N2CC(C(=O)NC3=NCCS3)CC2=O)cc1 (configuration not stated)	12	-7	3	-1	-1	-6	-12	-2	-2	0	0
NC(=O)c1c(NC(=O)c2cccc(N3C(=O)CCC3=O)c2)sc2c1CCCCC2	-6	.	11	-3	0	-6	12	14	-9	2	-25
Cc1cc(C)n2nc(SCC(=O)NC3(C#N)CCCCC3)nc2n1	9	15	-8	-11	-1	-1	.	2	-4	.	-21
Cc1ccc(C)c(N(CC(=O)N/N=C/c2ccc(-c3ccc([N+](=O)[O-])cc3)o2)S(=O)(=O)c2ccccc2)c1	-17	-9	17	-10	29	14	2	-3	0	1	0
Nc1ccccc1SCC(=O)Nc1ccc2c(c1)OCCO2	2	18	-64	-3	-193	-140	-9	-2	2	2	-48

# Sorted by value in PDI turbidity (lowest first): four of the compounds above
structure	PDI turbidity
COCCn1c(C)cc(C(=O)COC(=O)CNC(=O)c2ccccc2)c1C	-10
CC1CCN(c2c(NCc3ccc(C(=O)NCC4COc5ccccc5O4)cc3)c(=O)c2=O)CC1 (configuration not stated)	-4
Nc1ccccc1SCC(=O)Nc1ccc2c(c1)OCCO2	2
O=C(O)c1ccccc1NCc1cccs1	7

# Remaining list, next part.
# Values run as follows: CF NFkB inh	Vif imaging	Shn3 inh set2	CaV13 ICDI inh	Peg3 prom inh	HIF-2a inh	TRPM1 prom inh	KKLEB cytotox	PDI turbidity	NR2E3 ag-1	NR2E3 ag-2
COc1cc2c(cc1OC)CN(c1nc(CN3CCCC3)nc3sc(C)c(C)c13)CC2
→ 10	11	32	9	25	15	-11	-5	3	2	17
O=C(CN1C(=O)C2CCCCC2C1=O)Nc1nc(-c2ccccn2)cs1 (configuration not stated)
→ 0	.	20	-5	7	8	15	1	5	7	-12
CN1Cc2c(N3CCOCC3)nc3sc(C#N)c(N)c3c2CC1(C)C
→ 10	4	-3	-17	16	19	3	-6	-3	1	-22
C=CCn1cc(C(=O)N2CCN(c3ccccc3)CC2)c(=O)c2cc(S(=O)(=O)N3CCCC3)ccc21
→ 8	-4	-20	-14	5	10	8	0	-1	4	-17
Cc1ccc(C)c(S(=O)(=O)N2CCCOC2CNC(=O)C(=O)NCc2ccco2)c1 (configuration not stated)
→ -4	2	25	-4	7	16	0	-14	-4	2	-13
Cc1nn(CC(=O)Nc2ccc(C(=O)N(C)C)cc2)c(=O)c2ccccc12
→ -13	-1	-4	-5	11	8	2	-2	3	1	-7
COc1ccc2c(=O)c(-c3ccccc3)c(C)oc2c1
→ 18	-18	-27	-6	-90	-170	-7	-2	-6	1	-16
COc1ccc(-n2nnnc2SCC(=O)c2ccc(O)c(O)c2)cc1
→ -8	42	2	-7	-2	26	3	0	6	-1	10
COc1ccccc1N1CCN(C(=O)c2cc(S(=O)(=O)N3CCCCC3)ccc2C)CC1
→ 6	-3	43	-6	15	5	7	14	-14	.	-18
CCCOc1ccc(N2CC(C(=O)Nc3ccccc3F)CC2=O)cc1 (configuration not stated)
→ -6	1	-11	-7	6	9	-7	1	-8	0	-1
Cc1cccc(Nc2nc(-c3cccs3)cs2)n1
→ -9	-1	-52	-6	-271	-194	-32	-2	-3	1	-136
Cc1ccccc1OCCC(=O)OCC(=O)NCCc1ccccc1
→ 4	17	-13	-6	8	3	5	15	6	1	-10
Cc1cccc(N2CCN(C(=O)C3CC(=O)N(c4ccc5c(c4)OCCO5)C3)CC2C)c1 (configuration not stated)
→ -5	-2	18	-5	29	-3	-4	-3	0	-5	22
COc1ccc(S(=O)(=O)N(C)C[C@H]2Oc3c(NC(=O)NC(C)C)cccc3C(=O)N([C@H](C)CO)C[C@@H]2C)cc1
→ 6	-9	-1	-7	4	3	3	3	7	.	-22
CCOc1cc(/C=C2\C(=O)N(Cc3ccco3)C(C)=C2C(=O)OC)ccc1O
→ -2	3	-24	-17	1	13	12	-4	-3	-2	16
COc1ccc(-c2nn(CCC(=O)O)cc2/C=N/NC(N)=S)cc1
→ 8	4	2	-4	20	20	4	3	-2	0	-29
CC1(C(=O)O)CCN1C(=O)c1cccc(OC(F)(F)F)c1 (configuration not stated)
→ 12	8	-30	-7	5	8	.	8	-1	.	21
CCOc1ccc(C2C(C#N)=C(N)N(N(C)C)C3=C2C(=O)CC(C)(C)C3)cc1 (configuration not stated)
→ -3	8	-5	-19	13	6	-18	-3	-2	1	-2
COc1ccc(OCCCC(=O)Nc2cc(S(=O)(=O)N3CCCCC3)ccc2C)cc1
→ -7	-9	31	-3	15	7	9	10	6	1	6
CCC(C)c1ccc(NC(=O)c2ccco2)cc1 (configuration not stated)
→ 3	-2	7	4	-58	-36	7	-31	0	.	-104
Cc1ccc(NN2C(=O)C=C(c3ccccc3)C2=O)cc1
→ 38	-4	-1	-5	85*	34	.	-22	-8	.	-16

# Printed as active in HIF-2a inh (from the list above):
Structure,CF NFkB inh,Vif imaging,Shn3 inh set2,CaV13 ICDI inh,Peg3 prom inh,HIF-2a inh,TRPM1 prom inh,PDI turbidity,NR2E3 ag-1,NR2E3 ag-2
COc1cccc(-n2c(SCC(=O)Nc3cc(C)on3)nc3c([nH]c4ccccc43)c2=O)c1,8,-2,0,-6,28,39*,.,0,3,-42

# Screens as filed in PubChem BioAssay.
